NCI-60 one-dose screen, 48 h, at 10 µM unless noted. Numbers give growth in % (100 = growth as untreated, 0 = no growth, -100 = all killed).
MDA-MB-231: MDA-MB-231 breast cancer; AID 1794789; 81,000 tested, 5% active
MCF7: MCF7 breast cancer; 82,000 tested, 6.3% active; AID 1794796
MOLT-4: MOLT-4 leukemia cells. 80,000 tested, 6.9% active. AID 1794779
MDA-MB-435: MDA-MB-435 melanoma; 82,000 tested, 7.8% active
K-562: K-562 leukemia. 78,000 tested, 7.4% active. AID 1794777
SR: SR leukemia cells; 73,000 tested, 8.7% active; AID 1794780
MDA-MB-468: MDA-MB-468 breast cancer | 78,000 tested, 8.5% active
BT-549: BT-549 breast cancer; 78,000 tested, 4.4% active; AID 1794793
* = called active by the depositor; nt = no result given; & = joins results of further samples; ! = not confirmed by another sample. Rule for the calls: active = growth percent below 10; inactive = the rest.

SMILES | MDA-MB-231 | MCF7 | MOLT-4 | MDA-MB-435 | K-562 | SR | MDA-MB-468 | BT-549
Nc1[nH]c(=O)ncc1F | 104.6 | 94.5 | 105.7 | 102.0 | 106.5 | 108.7 | 101.1 | 116.4
Cc1cc2ccccc2c[n+]1CCC[n+]1cc2ccccc2cc1C | 103.2 | 112.7 | 118.0 | 100.8 | 106.9 | 119.9 | 91.2 | 100.3
Cc1ccc2[nH]c(=O)cc(-n3nncc3Cn3c4ccccc4c4ccccc43)c2c1 | 97.6 | 99.5 | 101.0 | 100.4 | nt | 102.8 | 94.7 | 96.6
CC(C)C1=CCC2C(=C1)CCC1C(C)(C(=O)O)CCCC21C (centres undefined) (tested in a mixture with another compound) | 98.3 | 94.2 | 91.3 | 102.4 | 86.5 | 102.2 | 112.4 | 115.2
ClCC(Cl)C1CCC(Cl)C(Cl)C1 (centres undefined) | 113.2 | 87.1 | 104.5 | 106.9 | 105.0 | 99.5 | 114.3 | 102.7
CCCCn1c(=O)c2c(nc3n2CCCN3CCc2ccc(O)c(O)c2)n(CCCC)c1=O | 69.8 | 91.8 | nt | 89.3 | 96.7 | 57.5 | 78.2 | 98.7
COc1ccccc1C(=O)C(=O)c1ccccc1OC | 104.8 | 98.1 | 98.8 | 107.8 | 100.6 | 97.1 | 106.8 | 101.8
O=C(Nc1ccc(F)cc1)c1ccc(C(=O)Nc2ccc(F)cc2)cc1 | 102.3 | 95.9 | 94.4 | 101.5 | 98.7 | 94.5 | 99.7 | 112.4
c1ccc(-c2ccncn2)cc1 | 102.8 | 100.5 | 109.7 | 112.1 | 105.7 | 110.8 | 118.9 | 104.3
N=C1c2nc3n(c2C(=O)c2c1nc1n2CCCC1)CCCC3 | 97.9 | 87.3 | 98.7 | 104.8 | 95.0 | 88.8 | 93.7 | 105.0
CSc1nn2c(-c3cccs3)ccnc2c1C#N | 98.7 | 89.2 | 104.6 | 103.4 | 101.6 | 104.0 | 96.3 | 92.6
N#Cc1cc(CC(=O)Nc2cc(C3(C(F)(F)F)CC3)nn2CC2CCCCC2)ccc1F | 104.3 | 92.7 | 109.0 | 97.9 | 113.5 | 118.4 | 107.2 | 97.8
CN1CCN(C(=O)[C@]23CCC(C)(C)C[C@H]2C2=CC[C@@H]4[C@@]5(C)C/C(=C/c6ccncc6)C(=O)C(C)(C)[C@@H]5CC[C@@]4(C)[C@]2(C)CC3)CC1 | 64.2 | 18.1 | 2.9* | 48.2 | 19.0 | 7.1* | 44.6 | 80.2
C#CCOc1ccc(C=O)cc1 | 110.1 | 91.8 | 95.1 | 112.6 | 101.9 | 98.8 | 103.6 | 108.5
CC(/C=C1\SC(=S)N(CC(=O)NC(CC(C)C)C(=O)O)C1=O)=C\c1ccccc1 (centres undefined) | 95.1 | 94.9 | 120.4 | 96.9 | 101.6 | 98.5 | nt | 103.1
Cc1cccc(C)c1Nc1ccc2nnc(-c3ccncc3)n2n1 | 86.7 | 95.1 | 106.0 | 112.2 | 106.3 | 101.8 | 99.9 | 109.4
CC(=O)N1N=C(c2ccc(F)cc2)CC1c1cccc(Nc2ccnc3cc(C(F)(F)F)ccc23)c1 (centres undefined) | 95.0 | 79.2 | 61.7 | 94.1 | 66.6 | 55.4 | 78.1 | 105.4
C[n+]1ccccc1/C=C/c1ccc2cccc(O)c2n1 | 93.3 | 97.3 | 95.2 | 113.7 | 101.6 | nt | nt | 97.6
O=C(C(=O)N1CCCCC1)c1cn(CCCn2cc(C(=O)C(=O)N3CCCCC3)c3ccccc32)c2ccccc12 | 99.7 | 99.2 | 94.3 | 106.1 | 111.0 | 94.1 | 98.5 | 107.2
CC(O)CNC(C(=O)c1ccccc1)c1ccccc1 (centres undefined) | 108.4 | 104.0 | 91.2 | 113.1 | 97.1 | 101.9 | 108.2 | 107.2
Cc1ccc2nc3sc(C(=O)Nc4ccc(C(=O)/C=C/c5ccccc5)cc4)cc3cc2c1 | 103.0 | 92.6 | 94.8 | 103.3 | 103.6 | 96.6 | 101.9 | 104.8
CCCCCCCCc1ccc(OCCOCC[N+](C)(C)CC)cc1 (tested in a mixture with another compound) | 22.2 | 20.3 | 51.4 | 15.3 | 22.8 | 37.7 | -11.3* | 45.3
O=C(Nc1ccc(Br)cc1)Nc1cccc(Br)c1 | 66.6 | 13.3 | 1.9* | 47.4 | 4.3* | 38.0 | 27.2 | 58.2
O=C(/C=C/c1ccccc1)N[C@@H](CO)Cc1ccc(O)cc1 | 108.6 | 99.8 | 95.5 | 103.0 | 100.5 | 88.8 | 100.7 | nt
CCN(CC)Cc1cc(C(C)(C)CC(C)(C)C)cc(C(C)(C)CC(C)(C)C)c1O | 97.0 | 102.9 | 113.9 | 112.4 | 107.7 | 117.7 | 93.5 | 117.1

(listing goes on)
SMILES | MDA-MB-231 | MCF7 | MOLT-4 | MDA-MB-435 | K-562 | SR | MDA-MB-468 | BT-549
O=C(Nc1ccc(-n2ccc3c(NC(=O)c4ccccc4)nccc32)cc1)c1cccc(C(F)(F)F)c1 | 51.4 | 24.3 | 18.6 | 11.0 | 15.3 | -2.2* | 16.8 | 29.0
O=C(NCCCl)Nc1nccnc1OCc1ccc(Cl)cc1 | 102.1 | 93.0 | 94.4 | 105.1 | 91.1 | nt | 97.2 | 99.1
COc1ccc2nc(NC(=O)c3cc(-c4ccc(OC)c(OC)c4)n4nc(-c5ccccc5)cc4n3)sc2c1 | 131.4 | 91.3 | 93.5 | 110.8 | 85.2 | 111.6 | 92.7 | 109.4
Cc1ccc(Cc2c(O)n3c(nc4ccccc43)[nH]c2=O)cc1 | 100.1 | 93.9 | nt | 100.8 | 81.0 | 82.8 | 92.8 | 96.8
CCOC(=O)CC1=CCc2c1ccc(OC)c2OC | 110.5 | 99.7 | 96.2 | 117.2 | nt | 89.1 | 123.9 | 105.4
Cc1cc(C)n2c(SCc3nc4sc5c(c4c(=O)[nH]3)CCCC5)nnc2n1 | 97.7 | 105.2 | 96.2 | 96.8 | 66.5 | 117.1 | 75.6 | 98.8
Nc1cccc(N)n1 | 109.9 | 99.5 | 100.8 | nt | 100.0 | 123.9 | 101.9 | nt
CN(C)c1ccc(NC(=O)[C@@H]2CCC(=O)N2C)cc1 | 97.3 | 88.5 | 91.2 | 98.2 | 82.8 | 85.8 | 94.8 | 99.8
CCOC(=O)c1nnn(-c2ccn(C)n2)c1N | 108.2 | 96.6 | 100.1 | 97.4 | 104.6 | 85.2 | 127.1 | 111.2
O=C(CCl)Oc1ccccc1C(=O)O | 98.6 | 102.0 | 96.7 | 94.5 | 96.7 | 100.9 | 87.1 | 112.6
Cc1ccc(O)c(NC(=O)Cc2ccc(Nc3ccnc(C(F)(F)F)c3)cc2)c1 | 67.9 | 81.2 | 25.0 | 101.7 | 54.8 | 49.2 | 71.0 | 84.3
COc1cc(C(=O)O)cc(Cl)c1OC | 100.9 | 102.5 | 96.8 | 109.9 | 99.8 | 91.8 | 107.4 | 97.2
CSc1nc(C)nc(C(C)C)c1C(=O)Nc1ccc(F)cc1 | 101.8 | 96.6 | 99.0 | 105.8 | 105.2 | 93.9 | 98.7 | 95.8
O=S(=O)(Nc1ccc(Cl)cc1)c1ccc(-c2cnc(C3CC3)o2)cc1 | 26.9 | 18.7 | 14.2 | -3.0* | 9.3* | 9.9* | -27.7* | 51.8
O=C1OC(c2ccccc2)c2ccccc21 (centres undefined) | 104.0 | 89.1 | 114.8 | 104.3 | 129.3 | 113.6 | 99.6 | 90.7
CC(C)(C)n1cc(-c2ccnc(NCCNS(=O)(=O)c3ccccc3)c2)c(-c2ccccc2)n1 | 87.3 | 73.2 | 73.0 | 98.0 | 39.9 | 39.3 | 63.8 | 81.1
O=[N+]([O-])c1ccc(N2CCN(Cc3ccccc3)CC2)c2c1no[n+]2[O-] | -3.1* | 7.8* | -29.8* | -28.9* | -43.5* | -47.7* | nt | -25.5*
O=C(CO)C(O)C(O)C(O)C(O)CO (centres undefined) | nt | 102.2&100.6 | 95.8&105.8 | 107.0&109.9 | 116.7&108.3 | 93.9&102.9 | -18.1*! | 117.0&110.6
CN1CCN(C(=S)Nc2ccccc2)CC1 | 118.4 | 109.3 | 102.0 | 110.3 | 104.0 | nt | 111.0 | 116.6
CC(=O)NC1C(Nc2ccc(S(=O)(=O)Nc3nc(C)cc(C)n3)cc2)OC(CO)C(O)C1O (centres undefined) | 102.2 | 98.4 | 95.7 | 107.1 | 100.2 | 94.7 | 100.2 | 100.9
COc1ccc(OC)c(NC(=O)C2=C(C)NC(C)=C(C(=O)Nc3cc(OC)ccc3OC)C2c2cccc([N+](=O)[O-])c2)c1 | nt | 65.9 | 49.6 | 86.3 | 69.1 | nt | 76.7 | 78.6
COc1ccc(/C=C/c2c(C(C)=O)c(C)nc3ccccc23)cc1 | 82.8 | 85.8 | 73.1 | 69.1 | 52.4 | nt | 39.6 | 61.6
CC(C)[O-].CC(C)[O-].CN(CCN(C)Cc1cc(F)cc(F)c1[O-])Cc1cc(F)cc(F)c1[O-].[Ti+4] | 11.0 | -42.2* | 8.0* | -24.5* | 8.8* | 1.2* | -36.8* | -1.2*
CCC1(C)NC(C)(C)CO1 (centres undefined) | 101.4 | 102.2 | 100.0 | 101.3 | 102.5 | nt | 98.8 | 102.1
CNC(=O)c1cc(Oc2ccc3nc(NC(=O)NCCCCN(C)C)sc3c2)ccn1 | 99.4 | 89.6 | 94.8 | 97.1 | 11.7 | 76.3 | 100.8 | 102.5

An excerpt from above with just MDA-MB-468 and MDA-MB-435:
Structure	MDA-MB-468	MDA-MB-435
COc1cc(C(=O)O)cc(Cl)c1OC	107.4	109.9
CSc1nc(C)nc(C(C)C)c1C(=O)Nc1ccc(F)cc1	98.7	105.8

More results.
SMILES | MDA-MB-231 | MCF7 | MOLT-4 | MDA-MB-435 | K-562 | SR | MDA-MB-468 | BT-549
O=C(O[C@@H]1Cc2c(O)cc(O)cc2O[C@@H]1c1cc(O)c2c(c1)OCO2)c1cc(O)c2c(c1)OCO2 | 96.9 | 101.3 | 93.1 | 104.7 | 77.0 | 96.6 | 100.9 | 100.4
O=C(Oc1ccc(Cl)cc1)Oc1ccc(Cl)cc1 | 112.4 | 101.5 | 88.4 | 112.9 | 107.3 | 98.1 | 105.6 | 124.2
CC1=C(CCCOC(=O)NCCCl)C2=C(C)C3(CC3)[C@@](C)(O)C(=O)C2=C1 | 44.8 | 29.8 | 70.4 | 84.8 | 85.9 | nt | -55.0* | 17.5
O=C(O)c1ccc(-n2cc(CNc3ccc(F)c(F)c3)c(-c3ccc(F)cc3)n2)cc1 | 96.5 | 78.4 | 90.8 | 105.6 | 92.8 | 105.9 | 107.0 | 113.0
CCN(CC)CC(OC(=O)c1ccc(N)cc1)c1ccccc1 (centres undefined) | 96.6 | 100.0 | 93.6 | 106.7 | 100.6 | 92.9 | nt | 90.4
O=C(CN1CCn2c(nnc2C(F)(F)F)C1)Nc1nc2ccc(Cl)cc2s1 | 98.2 | 87.7 | 101.4 | 100.4 | 102.2 | 98.7 | 103.2 | 98.6
COc1ccc(-c2cnnn2-c2nonc2N)cc1 | 114.2 | 101.8 | 99.9 | 101.3 | 95.0 | 97.6 | 99.9 | 120.5
CC(C)C(=O)Nc1n[nH]c2cc(-c3cccc(NS(=O)(=O)C4CC4)c3)ccc12 | 58.4 | 33.2 | 57.8 | 12.9 | 23.2 | nt | 21.6 | 42.3
O=S(=O)(O)CCS | 98.8 | 91.5 | 103.8 | 106.4 | nt | 95.2 | 106.9 | 94.7
COc1cc2oc(-c3cccc(NC(=O)[C@@H](NC(=O)[C@@H](NC(=O)OC(C)(C)C)C(C)C)C(C)C)c3)cc(=O)c2c(OC)c1OC | 66.2 | 86.1 | 72.0 | 100.3 | 84.9 | 88.5 | 89.0 | 84.7
COc1cc(/C=C2\C(=O)Nc3ccccc32)ccc1OCc1ccccc1 | 94.7 | 64.3 | 98.3 | 103.9 | 96.5 | 85.5 | 91.3 | 98.8
CC1(C)CC(=O)C2(Cc3c(C(C)(C)C)nn(-c4ccccc4)c3N(Cc3ccc4c(c3)OCO4)C2)C(=O)C1 | 74.4 | 64.7 | 30.5 | 67.0 | 47.1 | nt | 77.6 | 65.2
Cc1ccc(C(C#N)c2ccc(N)cc2)cc1 (centres undefined) | 99.8 | 104.0 | 89.9 | 95.4 | 89.5 | 92.3 | 105.0 | 104.7
O=C(/C(=N/O)[n+]1ccccc1)c1ccccc1 | 103.7 | 98.7 | 102.5 | 110.1 | 100.9 | 91.5 | 104.9 | 126.9
c1cc(-c2nc(N3CCOCC3)c3c4c(sc3n2)CCCCCC4)ccn1 | 71.9 | 71.5 | 75.5 | 100.0 | 70.7 | 75.9 | 88.2 | 120.4

Complete entries as entered above. Order of values: MDA-MB-231 | MCF7 | MOLT-4 | MDA-MB-435 | K-562 | SR | MDA-MB-468 | BT-549
O=C1OC(c2ccccc2)c2ccccc21 (centres undefined) is listed with 104.0 | 89.1 | 114.8 | 104.3 | 129.3 | 113.6 | 99.6 | 90.7
CCOC(=O)CC1=CCc2c1ccc(OC)c2OC is listed with 110.5 | 99.7 | 96.2 | 117.2 | nt | 89.1 | 123.9 | 105.4
Cc1cc(C)n2c(SCc3nc4sc5c(c4c(=O)[nH]3)CCCC5)nnc2n1 is listed with 97.7 | 105.2 | 96.2 | 96.8 | 66.5 | 117.1 | 75.6 | 98.8

From PubChem BioAssay
